# Compound activity from PubChem BioAssay.
# ER stress rescue: protection against thapsigargin-triggered cell killing – 384-well, CSM14.1, ATP luminescence, primary screen (AID 1222) | CSM14.1 thapsigargin-induced death rescue, ATP luminescence; higher % means a stronger effect | one-dose cellular ATP content (survival), % at 20 µM; EC50 in µM for titrated hits | 190,000 tested, under 10 active;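 active means EC50 below 50 µM in the dose-response confirmation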;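 further: death triggered by thapsigargin at about 15 µM added after 2 h compound pretreatment; cell ATP read after overnight thapsigargin exposure of roughly 18 to 22 hours; normalized against plate controls of thapsigargin alone and 5% DMSO vehicle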
# Siah-1 displacement: Siah-1 peptide-binding antagonists, primary screen, biochemical, fluorescence polarization, rhodamine-plectin, uHTS (AID 1817); 290,000 compounds, 0.02% hits; displacement, % at 20 µM; hits with a dose series show IC50 in µM; Siah-1 / rhodamine-plectin peptide fluorescence polarization; higher % means a stronger effect;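 active means displacement of at least 50% at 20 µM, with a fluorescence ratio check between 0.3 and a set limit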;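 further: plate controls were Siah plus tracer with DMSO for no effect and tracer alone without Siah for full effect; strong numbers were not always called active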
# HEK293 NOD2/NF-kB: inhibition of NOD2-driven NF-kB reporter – cell-based, luminescence, uHTS, HEK293 (AID 1566); HEK293 NOD2/NF-kB luciferase reporter, luminescence; higher % means a stronger effect; one-dose inhibition, % at 4 µM; EC50 in µM for titrated hits; 290,000 compounds, 0.63% hits; further: many of its hits are not listed in these tables
# AID2073: disruptors of CaV2.2 binding to Mint1 – biochemical, HTRF (AID 2073). HTRF protein-protein interaction, Mint1-CaV2.2; higher % means a stronger effect. inhibition, % at 20 µM; hits with a dose series show IC50 in µM. 290,000 compounds, 0.19% hits; in the data active means inhibition mostly above about 51%, no sharp cut-off; further: some results filed as inactive read as strong as hits
# XIAP antagonists: small molecules displacing peptide from XIAP – biochemical, IAP family, fluorescence polarization (AID 1018); XIAP BIR domain, fluorescence polarization peptide displacement; higher % means a stronger effect; 200,000 compounds, 0.007% hits; displacement, % at 20 µM; hits with a dose series show IC50 in µM; in the data active means displacement above about 50%; further: a part of the inactive calls stands beside numbers as strong as those of hits
# LYP inhibition: PTPN22 lymphoid phosphatase activity blockers – biochemical, fluorescence intensity, uHTS (AID 1779); recombinant LYP phosphatase, fluorescence intensity; higher % means a stronger effect; inhibition, % at 11.5 µM, or IC50 in µM where a hit was titrated; 290,000 compounds, 0.054% hits;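 further: plate controls were vehicle with enzyme for no effect and no enzyme for full effect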
# M1AAP inhibition: P. falciparum M1AAP inhibitors, biochemical, fluorogenic H-Leu-NHMec substrate, 1536-well (AID 1445) | recombinant M1AAP, H-Leu-NHMec fluorogenic kinetic assay; higher % means a stronger effect | inhibition, % at 30 µM; hits with a dose series show IC50 in µM | 220,000 compounds, 0.42% hits;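 active means primary inhibition above the hit cutoff, then over 50% inhibition at one or more dose response concentrations, cut at about 23% in these data, passing the limit was not always enough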;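 further: plate controls were DMSO full reaction for no effect and no enzyme background for full effect; strong numbers were not always called active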
# Hep lipid drop: hepatic lipid droplet formation modulation; AML12 mouse hepatocytes, oleate lipid droplets, BODIPY imaging; inhibition, % at 6.5 µM; 240,000 compounds, 0.4% hits; AID 1656;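 active means lipid droplet intensity inhibited by at least 50%, with more than 500 cells counted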
#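 Test system: AML12 mouse liver cells; schedule: overnight exposure; technique: high-content imaging of BODIPY-stained droplets and DAPI nuclei; read-out: % inhibition of corrected integrated BODIPY droplet signal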
# M17LAP inhibition: P. falciparum M17LAP inhibitors, primary screen, biochemical, fluorogenic H-Leu-NHMec substrate, 1536-well (AID 1619); recombinant M17LAP, H-Leu-NHMec fluorogenic kinetic assay; higher % means a stronger effect; one-dose inhibition, % at 30 µM; IC50 in µM for titrated hits; 220,000 compounds, 0.38% hits;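 active means compound inhibiting the enzyme by more than half at any dose during confirmatory dose-response retesting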;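 further: plate controls were full reaction with DMSO carrier for no effect and no enzyme background for full effect; strong numbers were not always called active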
# Hep lipid drop cells 6.5 µM: recorded beside Hep lipid drop, whose call it bears; cell count; measured here: cell count, cytotoxicity flag;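 cells counted across two imaged fields per well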
# * hit, by the source's call; i = inactive; / = no result given. Unless noted, no stated cut-off is given here; in the data, active means inhibition above about 50%; inactive means the rest. A portion of the library; rates above refer to the full screens.
SMILES,ER stress rescue,Siah-1 displacement,HEK293 NOD2/NF-kB,AID2073,XIAP antagonists,LYP inhibition,M1AAP inhibition,Hep lipid drop,Hep lipid drop cells 6.5 µM,M17LAP inhibition
Cn1c(=NC(=O)C2=NNC(=O)CC2)sc2ccccc21,-1.3%,5.4%,-0.8%,-3.6%,-8.1%,-2.2%,6.1%,26.4,681,9.1%
N/C(Cc1ccc(Cl)cc1Cl)=N\OC(=O)Cc1ccc(Cl)cc1,-3.5%,-2.4%,1.0%,1.6%,-4.2%,-4.7%,4.5%,-15.5,555,1.8%
Cc1cc(N2CCN(S(=O)(=O)c3ccc(Cl)cc3)CC2)c2ccccc2n1,-0.6%,1.6%,22.1%,1.6%,-3.3%,1.7%,1.9%,-2.0,785,9.1%
C#CCOCCOCCOCCNc1nc(N2CCN(C(=O)Cn3cc(CCCCN)nn3)CC2)nc(N2CCN(C(=O)[C@H](C(C)C)n3cc(CCO)nn3)CC2)n1,-3.7%,-4.4%,6.6%,-5.0%,-7.2%,-0.7%,5.9%,/,/,1.0%
CCCOc1ccc(-c2nc(-c3ccc(N)cc3)cs2)cc1,/,-4.7%,-42.4%,4.2%,/,0.7%,6.6%,33.6,856,-2.4%
CCCc1cc2c(=O)c(-c3ccccn3)coc2cc1OC,0.3%,2.8%,-56.9%,-5.8%,-0.6%,-0.9%,-3.9%,/,/,2.0%
O=C1C(=O)N(Cc2ccccc2)C(c2cccc(O)c2)/C1=C(\O)c1ccc2c(c1)OCCO2 (stereo unspecified),/,-2.5%,-2.6%,7.6%,/,1.3%,/,10.2,741,/
NNC(=O)c1cc(-c2ccco2)[nH]n1,-0.5%,4.2%,0.6%,2.2%,-5.9%,-6.8%,-8.2%,4.3,651,-1.9%
COc1ccc(NS(=O)(=O)c2ccc(-n3cnnn3)cc2)cc1OC,/,3.4%,18.7%,9.0%,/,-14.7%,/,14.0,700,/
Cc1c(C#N)c(N)nc2c3c(sc12)NC(=O)CC3c1ccccc1 (stereo unspecified),-1.5%,17.2%,11.1%,9.3%,-8.5%,-6.3%,8.3%,2.2,636,-6.1%
Cc1ccc(C(C)NC(=O)Cn2nc(C)c([N+](=O)[O-])c2C)cc1 (stereo unspecified),15.2%,0.7%,22.1%,-2.3%,-5.6%,5.7%,16.9%,0.2,652,8.3%
Nc1ccc(C23CC4CC(CC(C4)C2)C3)cc1,/,-2.2%,10.2%,-2.4%,-2.4%,-2.9%,1.1%,22.7,674,-6.1%

# Brought forward from above: two compounds; new compounds follow.
SMILES,ER stress rescue,Siah-1 displacement,HEK293 NOD2/NF-kB,AID2073,XIAP antagonists,LYP inhibition,M1AAP inhibition,Hep lipid drop,Hep lipid drop cells 6.5 µM,M17LAP inhibition
Cc1ccc(C(C)NC(=O)Cn2nc(C)c([N+](=O)[O-])c2C)cc1 (stereo unspecified),15.2%,0.7%,22.1%,-2.3%,-5.6%,5.7%,16.9%,0.2,652,8.3%
Nc1ccc(C23CC4CC(CC(C4)C2)C3)cc1,/,-2.2%,10.2%,-2.4%,-2.4%,-2.9%,1.1%,22.7,674,-6.1%
CN(Cc1ccc(F)cc1)C(=O)CNC(=O)C1CCCCC1,/,-3.7%,6.1%,13.6%,/,-7.6%,/,-7.7,702,/
CC(C)c1ccccc1-n1c(SCC(=O)c2ccc3c(c2)NC(=O)CO3)nc2ccccc2c1=O,2.3%,1.4%,10.6%,19.5%,-1.9%,13.5%,3.2%,54.1*,715*,-0.7%
COc1ccc(NCC(=O)Nc2ccccc2C#N)cc1Cl,-3.8%,-1.7%,-11.4%,-9.0%,-2.6%,0.6%,-0.3%,0.2,725,-3.8%
CCOC(=O)N/N=C/c1c(C)nn(-c2ccccc2Cl)c1Cl,-2.3%,1.2%,-45.5%,8.8%,-2.7%,-5.3%,19.5%,-1.5,624,-2.1%
CC(C)N(C(C)C)S(=O)(=O)c1ccc(Cl)nc1,-1.1%,-2.3%,10.3%,3.0%,-6.6%,-10.2%,6.5%,-9.4,677,-1.0%
COC(=O)c1ccccc1NC(=O)CSc1n[nH]c(CC(C)C)n1,-2.4%,-0.2%,-1.5%,-8.0%,-0.6%,-1.1%,4.0%,-3.1,677,12.4%
CCN(CC)C(=O)COc1coc(CN2CCN(c3cccc(Cl)c3)CC2)cc1=O,/,1.2%,-18.8%,-2.6%,/,2.1%,/,3.7,684,/
C=CCN=C1S/C(=C/c2ccc([N+](=O)[O-])cc2)C(=O)N1CC=C,/,-0.8%,7.1%,3.4%,/,-3.9%,7.5%,1.5,772,3.4%
Cn1c(Nc2cccc(Cl)c2)nc2ccccc21,/,-5.9%,-5.2%,14.5%,/,-7.9%,/,-0.2,850,/
Nc1nc(-c2ccccc2)c(N=Nc2cccc3ccccc23)s1,0.0%,-0.5%,4.5%,4.5%,-3.7%,4.1%,5.0%,113.0*,346*,-1.5%
Cc1ccc(S(=O)(=O)Nc2cc(=O)[nH]c(SCC(=O)Nc3ccccc3Cl)n2)cc1,1.3%,3.4%,6.6%,10.6%,-3.0%,-5.8%,2.7%,23.0,695,14.7%
COC(=O)c1nc(NC(=O)c2ccc(C(C)(C)C)cc2)n[nH]1,0.0%,9.1%,15.2%,-12.3%,-6.1%,2.1%,0.0%,9.5,710,4.4%
Cc1ccc(S(=O)(=O)N2CCOCC2)cc1C(=O)Nc1ccc(C(N)=O)cc1,/,-5.7%,25.0%,4.1%,/,-4.7%,1.5%,11.8,665,-4.6%
CCC(C)NC(=O)CC(NS(=O)(=O)c1ccc(NC(C)=O)cc1)C(C)C (stereo unspecified),-16.2%,1.6%,7.7%,-8.6%,-6.1%,-7.0%,5.4%,7.2,655,-2.2%
CCCCn1c(SCn2nnc3ccccc3c2=O)nc2cc(C(=O)OC)ccc2c1=O,0.6%,-3.6%,11.4%,1.4%,-9.0%,-3.4%,/,/,/,/
Cn1nc(C(=O)Nc2ccccc2)c2c1-c1ccccc1S(=O)(=O)C2,/,0.0%,9.8%,3.3%,/,-9.6%,/,2.9,685,/
COc1ccc(C(=O)NNC2=NS(=O)(=O)c3ccccc32)cc1OC,/,6.0%,21.2%,0.6%,/,2.6%,/,-10.2,798,/
COc1ccc(Br)cc1/C=N/N1CCN(Cc2ccccc2)CC1,/,-2.3%,8.3%,-9.2%,/,-8.6%,2.5%,1.4,682,14.2%
Cc1ncoc1C(=O)Nc1nccs1,-1.6%,-1.0%,-8.2%,-0.2%,-2.5%,-5.3%,2.8%,/,/,-2.9%
CCN1CCCC1CNS(=O)(=O)c1cc(Br)cc2c1N(C(=O)C1CC1)CC2 (stereo unspecified),-0.3%,1.9%,8.5%,-3.2%,-2.3%,-6.0%,11.1%,-4.0,771,-3.4%
c1ccc2c(-c3[nH]ncc3CNCCCn3ncc4ccccc43)cccc2c1,-3.7%,-3.1%,26.4%,4.4%,-6.7%,-8.8%,-6.3%,-26.0,577,-5.3%
CSc1nc(N)n2nc(-c3ccccc3)cc2n1,/,-1.4%,-117.2%,8.6%,/,-8.8%,5.7%,0.9,706,-3.0%
O=C(NC1CCCCC1)C(c1ccncc1)N(Cc1ccccc1)C(=O)c1ccc(-c2ccccc2)[nH]1 (stereo unspecified),i,1.6%,-13.6%,12.4%,-3.0%,4.3%,-2.9%,/,/,10.5%
CCC(Oc1cc(Cl)ccc1Cl)C(=O)NN1C(=O)C2C3CCC(C3=C(C)C)C2C1=O (stereo unspecified),-2.6%,3.9%,-3.3%,6.5%,-6.4%,3.6%,-0.2%,-1.1,756,11.3%

# Structures shown so far containing a cyano group:
SMILES,ER stress rescue,Siah-1 displacement,HEK293 NOD2/NF-kB,AID2073,XIAP antagonists,LYP inhibition,M1AAP inhibition,Hep lipid drop,Hep lipid drop cells 6.5 µM,M17LAP inhibition
Cc1c(C#N)c(N)nc2c3c(sc12)NC(=O)CC3c1ccccc1 (stereo unspecified),-1.5%,17.2%,11.1%,9.3%,-8.5%,-6.3%,8.3%,2.2,636,-6.1%
COc1ccc(NCC(=O)Nc2ccccc2C#N)cc1Cl,-3.8%,-1.7%,-11.4%,-9.0%,-2.6%,0.6%,-0.3%,0.2,725,-3.8%

# Further structures follow:
SMILES,ER stress rescue,Siah-1 displacement,HEK293 NOD2/NF-kB,AID2073,XIAP antagonists,LYP inhibition,M1AAP inhibition,Hep lipid drop,Hep lipid drop cells 6.5 µM,M17LAP inhibition
O=C(NCCc1ccccc1)/C(=C/c1ccco1)c1ccccc1,-1.8%,6.1%,11.4%,20.3%,-10.9%,10.5%,8.8%,-22.7,685,-8.9%
O=C(COC(=O)/C=C/c1ccc(OC(F)F)cc1)Nc1ccc(S(=O)(=O)N2CCCC2)cc1,8.8%,0.1%,5.5%,10.9%,-1.9%,0.6%,4.4%,-1.2,614,-2.5%
O=S(=O)(Nc1ccncc1)c1cc(Cl)ccc1Cl,/,2.8%,0.7%,0.8%,/,-5.1%,/,12.6,831,/
Cc1ncc(CO)c(/C=N/NC(=O)c2ccc(O)cc2)c1O,-3.2%,-6.6%,-8.9%,28.7%,-2.5%,-12.3%,7.5%,-3.0,580,-8.6%
Fc1cccc(COc2ccccc2C(=S)N2CCCC2)c1,-0.8%,8.9%,10.0%,-1.5%,-6.3%,-3.9%,1.2%,-0.5,734,-5.3%
O=C(O)c1ccc(COc2c(F)c(F)c(F)c(F)c2F)o1,0.7%,2.3%,21.0%,5.7%,-4.9%,-5.2%,-6.0%,-9.7,722,6.0%
CCC(=O)N1CCc2cc(S(=O)(=O)NC(C(=O)NCc3ccc(C)cc3)C(C)C)ccc21 (stereo unspecified),1.1%,3.6%,-0.2%,3.6%,-2.3%,-2.0%,3.9%,/,/,-14.1%
CCc1c(C)[nH]n(CCC#N)c1=O,2.4%,3.4%,5.8%,2.3%,-3.5%,-7.2%,1.1%,/,/,5.5%
CCn1c(=N)n(CC(=O)c2ccc(Br)s2)c2ccccc21,/,-0.5%,-9.8%,20.2%,/,-0.7%,-0.4%,-17.6,653,-10.2%
Cc1ccc(OCc2n[nH]c(=S)n2-c2ccccc2)cc1C,1.3%,10.6%,-2.3%,-13.3%,-2.5%,-3.9%,0.0%,21.8,729,-7.9%
CCC(CC)c1nnc(NS(=O)(=O)Cc2ccccc2)s1,/,0.3%,4.2%,-9.9%,-5.3%,-4.4%,2.3%,-7.6,473,29.8%
c1ccc(Cn2ncc3c(Nc4ccccc4)ncnc32)cc1,/,9.8%,6.7%,8.7%,/,-5.9%,-1.1%,-16.1,654,8.2%
COC(=O)c1cc(S(=O)(=O)NCCc2sccc2C)c[nH]1,/,4.1%,9.3%,2.6%,/,4.1%,/,19.0,694,/
CC1(C)OC(=O)C(=CNc2cccc(O)c2)C(=O)O1,-2.9%,3.3%,16.3%,13.6%,-3.7%,-8.7%,18.3%,/,/,15.3%
Cc1cc(O)c(C(=O)/C=C/c2ccccc2O)c(=O)o1,/,5.5%,2.0%,10.1%,/,-1.1%,/,-1.8,804,/
COc1ccc2c(c1)[nH]c1c(Cl)ncnc12,-2.7%,-5.6%,-2.8%,5.2%,-20.4%,-2.3%,8.2%,12.7,632,-1.8%
